# S1P1 ag: S1P1 (human) receptor agonism | P21453 | S1P1 agonist cell-based reporter assay | activation, % at 4.5 µM | 16,000 compounds, 1.5% hits | AID 1044; in the data active = activation above about 80%
# rat GALR2 agon: activates the rat galanin receptor 2. cell-based GALR2 agonist screen. activation, % at 10 µM. O08726. 16,000 compounds, 0.5% hits; in the data active = activation above about 15%
# KOR antag MB: antagonists of human kappa opioid receptor OPRK1, Maybridge library | P41145 | OPRK1 cells, antagonist mode, fluorescence readout | inhibition, % at 9 µM | 16,000 compounds, 0.4% hits; in the data active = inhibition above about 50%
# Target sequence (P41145 whole entry, looked up): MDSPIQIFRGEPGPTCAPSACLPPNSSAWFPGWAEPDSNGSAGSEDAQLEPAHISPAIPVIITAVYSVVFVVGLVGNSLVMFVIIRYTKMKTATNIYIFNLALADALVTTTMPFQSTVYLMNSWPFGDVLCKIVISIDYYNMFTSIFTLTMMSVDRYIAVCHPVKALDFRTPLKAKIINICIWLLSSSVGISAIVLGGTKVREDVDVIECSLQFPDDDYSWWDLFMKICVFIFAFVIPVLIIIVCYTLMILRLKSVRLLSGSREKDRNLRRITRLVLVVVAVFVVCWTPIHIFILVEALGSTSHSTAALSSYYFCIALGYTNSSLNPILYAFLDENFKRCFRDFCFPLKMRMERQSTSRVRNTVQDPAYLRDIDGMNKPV
# NOTCH agonist: activates NOTCH signaling in reporter cells; 15,000 compounds, 0.4% hits; AID 434982; NOTCH signaling luciferase reporter cells, luminescence; activation, % at 2.5 µM; in the data active = activation above about 2.2%
# luminol inh ctr: luminol signal inhibition, Nox1 inhibitor counter-screen; HRP/luminol/H2O2 chemiluminescence counterscreen; inhibition, % at 6.7 µM; 16,000 compounds, 0.4% hits; AID 1823; also: reference of the scale not given here
# TLR4-MyD88 inh: TLR4-MyD88 interaction inhibition | O00206 | Cell-based TLR4-MyD88 binding inhibition assay | inhibition, % at 10 µM | 16,000 compounds, 0.06% hits | AID 811; in the data active = inhibition above about 45%
# PME-1 Maybridge: inhibitors of human PME-1 in Maybridge library. recombinant PME-1, FP-Rh probe fluorescence polarization. inhibition, % at 9 µM. 16,000 compounds, 0.5% hits. AID 2291; in the data active = inhibition above about 30%
# Target sequence (Q9Y570 whole entry, looked up): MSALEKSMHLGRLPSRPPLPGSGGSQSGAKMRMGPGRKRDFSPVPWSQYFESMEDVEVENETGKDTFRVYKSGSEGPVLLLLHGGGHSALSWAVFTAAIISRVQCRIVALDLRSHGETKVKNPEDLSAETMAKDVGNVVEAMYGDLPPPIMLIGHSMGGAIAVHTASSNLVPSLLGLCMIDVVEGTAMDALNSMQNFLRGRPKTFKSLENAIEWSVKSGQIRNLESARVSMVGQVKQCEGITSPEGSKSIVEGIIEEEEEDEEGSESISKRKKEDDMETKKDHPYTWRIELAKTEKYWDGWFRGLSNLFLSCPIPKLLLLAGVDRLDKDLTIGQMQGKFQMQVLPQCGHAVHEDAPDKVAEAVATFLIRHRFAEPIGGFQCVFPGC
# Nox1 inh: blocks human NADPH oxidase 1 activity. Q9Y5S8. HT29 cells, luminol chemiluminescence ROS. inhibition, % at 6.7 µM. 16,000 compounds, 0.81% hits
# Active calls of the source: *; · = no result given. Rule as the data show it, unless noted: active = inhibition above about 75%; inactive = the rest. Outcome played no part in choosing rows; overall some 4.7% were active at least once.
# Values run as follows: luminol inh ctr	rat GALR2 agon	S1P1 ag	NOTCH agonist	PME-1 Maybridge	Nox1 inh	TLR4-MyD88 inh	KOR antag MB
- CCC(C)[C@H](NC(=O)c1ccco1)C(=O)O (stereo partly specified)
  -5	-5	-16	-0.3	3	-9	8	14
- O=C(Nc1ccc(F)c(Cl)c1)c1cccnc1Sc1cccs1
  1	0	-9	-0.2	-27	-32	10	-13
- CCS(=O)(=O)c1ccc(O)c(NC(=O)c2ccccc2C(=O)O)c1
  10	-6	-2	0.2	11	96*	·	-4
- Oc1ccccc1N=CC=Nc1ccccc1O
  17	-2	5	0.1	8	96*	-9	30
- Nc1ccccc1Sc1nc2c(Cl)cc(Cl)cc2s1
  3	-4	-8	-1.0	-5	-1	-2	-11
- O=C(N1CCCC1)C12CC3CCC(CC(C3)C1)C2
  -2	-2	-1	-0.5	0	-1	8	5
- FC(F)(F)c1cccc(N=Cc2cccnc2)c1
  -6	0	6	-0.3	4	25	0	7
- CC(=O)NCc1c(Cl)cccc1Cl
  2	-4	-4	-0.8	3	-61	4	-2
- O=[N+]([O-])c1ccc(/C=N/Nc2c(Cl)cc(Cl)cc2Cl)s1
  9	-5	20	-0.7	-2	-17	-1	11
- N#Cc1ccc(C#CCOC(=O)Nc2ccc(OC(F)(F)F)cc2)cc1
  -5	1	10	-0.4	4	18	5	4
- C(=NCc1ccccc1)c1ccc2c(c1)OCO2
  0	-5	1	-0.7	1	-25	18	29
- COCCCNC(=S)Nc1ccc(C)cc1
  -5	-5	0	0.3	0	10	1	7
- S=C(NCC1CCCO1)N/N=C/c1ccc(Cl)cc1 (stereo unspecified)
  13	-10	-16	-0.7	-1	-12	-4	-19
- O=C(O)C1CSC(c2ccc([N+](=O)[O-])s2)N1 (stereo unspecified)
  0	-7	6	-1.3	-8	-32	-2	-50
- N#Cc1ccc(N/N=C/c2ccc(Cl)cc2)c(Cl)c1
  3	-3	11	-0.2	0	-22	8	5
- O=C(CCSCc1c(F)cccc1Cl)N1CCN(c2ncc(C(F)(F)F)cc2Cl)CC1
  -1	-5	-10	-0.4	0	-11	-5	-5
- CC(=O)Nc1nnc(SCC#N)s1
  -7	-7	-5	-0.4	3	-13	-1	-13
- CCOC(=O)c1c[nH]n2c(=O)c3c(nc12)CCC3
  0	1	11	-0.5	-1	-13	·	2
- NC(=O)NC1CCCCCCC1
  -2	-5	-6	-0.8	-1	-28	5	21
- COc1ccc(OC)c(S(=O)(=O)CC(O)CS(=O)(=O)c2ccccc2)c1 (stereo unspecified)
  1	-6	-10	-0.1	0	-22	-6	-11
- CC(C)(C)OC(=O)N1CCCN(C(=O)C2=CN3C=C(C(F)(F)F)C=C(Cl)C3N2)CC1 (stereo unspecified)
  -9	-7	-4	0.3	1	0	6	-33
- COc1ccc(/C(=C/C(=O)c2ccccc2)CC(=O)c2ccccc2)cc1
  -3	-10	79	0.0	-3	11	-5	29
- Cc1c(Cl)cccc1Nc1n[nH]c(=O)s1
  2	-8	10	-1.6	14	49	2	26
- COc1ccc(-n2ncc(C(=O)NCc3sccc3C)c2C)cc1
  -2	-4	5	0.1	-4	-31	8	-10
- COc1cc(OC)c2nc(C)c3c(c2c1)SCC3
  -3	-2	-13	-0.1	0	7	-10	6
- COc1cc2c(cc1OC)C(C)N(C(=O)c1nccnc1C(=O)O)CC2 (stereo unspecified)
  0	-6	-16	·	0	-34	0	-6
- O=C1Nc2ccccc2/C1=C/c1ccc2nsnc2c1
  -1	2	-2	-0.4	7	3	-14	29
- C#CCSc1nc(C)cc(=O)[nH]1
  0	-6	-9	-0.2	2	-39	3	16
- N/C(=N\O)c1ccc([N+](=O)[O-])o1
  0	-2	-6	-0.3	5	-8	11	12
- CC(/C=C/c1ccccc1)=N\OC(=O)c1ccccc1Cl
  -1	-10	4	-1.3	7	-1	-8	6

# An excerpt from above, limited to KOR antag MB, TLR4-MyD88 inh and NOTCH agonist:
Compound,KOR antag MB,TLR4-MyD88 inh,NOTCH agonist
O=C(CCSCc1c(F)cccc1Cl)N1CCN(c2ncc(C(F)(F)F)cc2Cl)CC1,-5,-5,-0.4
CC(C)(C)OC(=O)N1CCCN(C(=O)C2=CN3C=C(C(F)(F)F)C=C(Cl)C3N2)CC1 (stereo unspecified),-33,6,0.3
CCOC(=O)c1c[nH]n2c(=O)c3c(nc12)CCC3,2,·,-0.5
COc1cc2c(cc1OC)C(C)N(C(=O)c1nccnc1C(=O)O)CC2 (stereo unspecified),-6,0,·
O=C1Nc2ccccc2/C1=C/c1ccc2nsnc2c1,29,-14,-0.4
COc1ccc(/C(=C/C(=O)c2ccccc2)CC(=O)c2ccccc2)cc1,29,-5,0.0

# (continued)
# Values run as follows: luminol inh ctr	rat GALR2 agon	S1P1 ag	NOTCH agonist	PME-1 Maybridge	Nox1 inh	TLR4-MyD88 inh	KOR antag MB
- O=S(=O)(Cc1ccc(Cl)cc1)NCc1cccnc1
  0	27*	-15	-0.3	3	-31	-3	-8
- CC(C)(C)C(=O)N1CCN(C2c3ccccc3-c3ccccc32)CC1
  -5	-8	1	-0.4	5	-11	-17	-2
- CCCCCc1ccc(S(=O)(=O)N2CCN(CCc3ccccc3)CC2)cc1
  -4	-4	-11	-0.4	7	-11	-34	-2
- O=C(Oc1ccc(C2=NCCS2)cc1)c1ccccc1Cl
  -10	-6	-6	-0.4	-1	-32	2	-4
- Cc1nc(-c2cnccn2)sc1C(=O)N1CCN(C)CC1
  4	-10	-18	·	-3	-80	4	1
- N=S(=O)(c1ccc(Cl)cc1)c1cccs1 (stereo unspecified)
  2	-6	-2	-0.5	1	-39	16	12
- CC(=C/C(=O)O)/C(=C\c1ccncc1)C(=O)O
  -5	-6	-12	-0.4	4	17	-8	8
- CCOC(=O)C(C)Nc1n[nH]c(=S)[nH]c1=O (stereo unspecified)
  11	-6	-3	-0.6	-1	-68	-2	4
- COc1cc(-c2cc(OC)c(C)cc2OC)c(OC)cc1C
  2	-9	10	-0.3	-1	-23	-3	-10
- CC[n+]1c(C)csc1Nc1ccc(N2CC(C)OC(C)C2)cc1 (stereo unspecified)
  12	-5	8	0.2	3	105*	2	12
- O=c1[nH]c(SCc2c(Cl)cccc2Cl)nc2ccnn12
  -2	-9	4	-0.2	0	-2	-7	-7
- O=C(/C(=C\c1ccccc1)n1ccnc1)c1ccccc1OCc1ccccc1
  5	-9	121*	·	7	-46	-1	-10
- CCc1cc2c(=O)c(-c3nc4ccccc4[nH]3)coc2cc1O
  -1	-5	-12	-5.3	-9	-27	-6	-9
- CSC(=S)Nc1ccc(Br)cc1
  5	1	13	-0.4	-1	2	5	23
- CSc1sc(C(=O)NC2CC2)c(-c2ccc(Cl)cc2)c1C#N
  3	-8	-8	0.0	17	-9	-1	-5
- Cc1c(NC(=O)O/N=C(/N)c2ccccc2)sc2nc(-c3ccc(Cl)cc3)nn12
  -5	-8	4	0.4	-1	1	-1	0
- Cc1nc(-c2cnccn2)sc1C(=O)Nc1ccc(N2CCOCC2)cc1
  0	-5	-6	0.3	-1	-62	6	-7
- N/C(=N\OC(=O)C(Cl)Cl)c1cccc(-n2cccc2)c1
  -6	-4	-21	-1.1	0	-57	-7	-7
- Cc1cccc(-c2ncc(S(=O)(=O)C(C)(C)C)c(N)n2)c1
  -4	1	3	-1.0	10	11	0	4
- C/C(=N\Nc1cc(C(F)(F)F)ccc1Cl)c1ccc(C#CC(C)(C)O)s1
  8	-8	22	-0.1	1	-41	10	4
- Cc1nn(-c2ccccc2)nc1C(=O)ONC(=O)c1ccco1
  -2	-6	-7	0.8	6	-2	-8	24
- Fc1ccc(COc2ccc(C3SCCS3)cc2)cc1
  -8	-6	78	-0.2	0	-5	-10	19
- CCOC(=O)Cn1nc2sc3ccccc3n2c(=O)c1=O
  0	-6	-14	0.2	-3	15	-7	-14
- COc1c(C(=O)Nc2nc(-c3ccc(F)c(F)c3)cs2)csc1Cl
  -5	-4	-19	·	-2	13	-8	-3
- N#CCc1ccc(Oc2ccc(C(F)(F)F)cn2)cc1
  2	-7	-3	-0.2	1	-36	-6	-16
- COc1ccc(Br)c(C(=O)Nc2c(F)cccc2F)c1
  -5	0	-9	-0.2	3	6	1	-6
- O=C(Nc1ccc2c(c1)C(=O)OC2)c1ccno1
  -2	-5	-2	1.2	2	-8	-8	2
- O=C(Nc1ccccc1)NC1CCN(Cc2c(F)cccc2Cl)CC1
  -2	-7	3	-0.3	3	-24	0	29
- C/C(=C\C(=O)Nc1ccc(F)cc1)Nc1ccc(F)cc1
  4	-6	-3	-0.1	1	0	-3	5
- O=c1cc(C(F)(F)F)[nH]n1-c1ccccc1
  9	-5	-17	-0.8	0	-12	-4	-2
- Cc1cc(CNC(=O)c2cc(C)n(C)n2)no1
  1	5	1	-0.7	1	-11	-2	-4
- CSc1scc(NC(=O)c2ccc(Cl)cc2)c1S(=O)(=O)C(C)C
  3	-10	58	-0.9	-4	-54	7	-29
- CS(=O)(=O)c1cccc(C(=O)O)c1
  1	-6	-16	·	-3	-32	2	-5
- O=c1c(-c2nn[nH]n2)coc2ccccc12
  2	-8	-3	-0.9	-2	-4	5	3
- O=C1ON=C(c2ccccc2)C1C=C1CCCC1 (stereo unspecified)
  -3	-5	-8	-0.5	6	6	-2	3
- CCOC(=O)c1c(C)noc1/C(C)=N\OC(=O)c1ccccc1
  -7	-4	-5	0.1	3	6	3	9
- c1ccc(-c2csc3ncn4cnnc4c23)cc1
  -7	-4	-4	0.5	4	12	-1	2
- Cc1ccc(I)cc1N=C(N)N=C(N)N
  -4	-1	-10	0.7	5	6	0	-8
- CNC(=S)NN(C)c1cccc(F)c1C#N
  -3	-4	-6	-0.3	5	7	2	0
- CCOC(=O)C1=NN(c2ccc(Cl)cc2)C2C(=O)N(c3ccc(OC)cc3)C(=O)C12 (stereo unspecified)
  -1	-6	-5	-0.4	1	-32	-2	12
- CCOC(=O)c1nn(-c2ccc(OC)cc2)c(=O)c2c(N)c(C#N)ccc12
  -3	0	-2	-0.9	5	34	-3	21
- COc1ccc(C(=O)n2cc3c(n2)-c2cc(Cl)ccc2SC3)cc1
  -2	-10	-1	0.1	8	24	-2	-23
- CCOC(=O)c1c(C)noc1-c1ccco1
  -5	-5	6	0.6	4	18	-2	-1
- COc1cccc(-c2cc3nc(-c4ccccc4)cc(=O)n3[nH]2)c1
  8	-2	-6	0.1	-49	-39	-9	4
- CCCNC(=O)c1cc([N+](=O)[O-])cc2c1-c1ccc([N+](=O)[O-])cc1C2=O
  1	-10	9	0.1	-13	1	1	4
- CC(C)(C)c1cc(C(=O)NCc2cc(F)cc3c2OCOC3)n(Cc2ccccc2)n1
  -8	-5	8	-0.6	3	-1	-5	6
- CCOC(=O)C1=C(C)NC(C)=C(C(=O)OCC)C1C
  1	-7	-6	-0.7	3	-54	0	0
- Nc1nc(NCc2ccco2)n[nH]1
  90*	-2	-8	-0.2	6	94*	3	-7
- CC(=O)N1CCc2c([nH]c3ccccc23)C1C(F)(F)F (stereo unspecified)
  3	-7	-9	-0.3	-1	-13	2	6
- CN(NC(=O)c1cccs1)c1cnn(C)c(=O)c1Cl
  1	-7	0	0.3	-2	-105	9	3
- O=C(Cc1ccccc1)N1CCOCC1
  0	-3	-21	-0.2	1	-40	5	22
- COc1ccc(NC(=S)NNC(=O)c2ccc(-n3c(C)ccc3C)cc2)cc1
  -9	-4	5	-0.1	-11	29	-1	-11
- CCOC(=O)c1c(C)c(C#N)c(NC(=O)c2ccccc2)n1-c1ccccc1
  -5	-8	16	-0.7	2	-16	6	5
- O=C(NC(=O)c1ccc(C(F)(F)F)cc1)NN1CCCCCC1
  3	-9	-17	-0.6	-1	-35	1	-24
- O=C(NNc1ccc(-c2csnn2)cc1)c1ccc(Cl)cc1
  75*	5	7	-0.2	6	56	-3	15
- O=C(c1ccccc1)n1cc2c(n1)-c1ccccc1CS2
  -5	2	5	1.0	0	22	-7	11
- COc1cc(NC(=O)COc2cc(Cl)c(Cl)cc2Cl)cc(OC)c1OC
  2	-5	23	-0.3	-4	-61	22	20
- Cc1cc(C(=O)NCCN2CCOCC2)nn1-c1c(Cl)cc(Cl)cc1Cl
  -1	-6	1	-1.0	2	-51	15	-16
- COc1cccc(C(=O)Nc2n[nH]c3ccccc23)c1
  -6	-2	4	-0.3	7	18	-7	14
- COCc1cc(=O)oc2cc(NC(=O)C3CC3)ccc12
  -4	-4	-3	-0.3	3	4	-5	13

# Compound profiles, from the list above. Values in the order: luminol inh ctr | rat GALR2 agon | S1P1 ag | NOTCH agonist | PME-1 Maybridge | Nox1 inh | TLR4-MyD88 inh | KOR antag MB
# COc1cc(NC(=O)COc2cc(Cl)c(Cl)cc2Cl)cc(OC)c1OC across the screens: 2 | -5 | 23 | -0.3 | -4 | -61 | 22 | 20
# CC(=O)N1CCc2c([nH]c3ccccc23)C1C(F)(F)F (stereo unspecified) across the screens: 3 | -7 | -9 | -0.3 | -1 | -13 | 2 | 6
